Screening results as filed in PubChem.
HTT ATP protect – Huntington cell model cytoprotection by ATP luminescence | AID 1471 | actives 0.14% (n = 230,000) | PC12 HTT-Q103 induced, cytoprotection, ATP luminescence, 40 h | Potency, µM (top dose mostly 56.4 µM), for the others: cytoprotection (ATP increase), most hits filed as activators;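 further: % of control where 0% means no effect; nearly all actives have a fitted effect of over 45% in size; toxic huntingtin expression switched on by the ecdysone agonist tebufenozide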
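Rat PC12, Q103 Htt exon1-GFP fusion, ecdysone promoter; tebufenozide inducer 100 nM final; compound titration; qHTS, 1500 cells/well; ATPlite luminescent read.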
HTT aggregate – mutant huntingtin aggregation inhibition | PC12 HttQ103-GFP aggregates, Acumen cytometry, 40 h | Potency, µM (series often up to 46.1 µM), for inactives: top-dose activity change, negative = inhibition, hits mostly inhibitors | actives 1.1% (n = 220,000) | AID 1688; further: on the % scale 0 is the no-effect control and ±100 the full control effect; nearly all actives have a fitted effect of over 60% in size
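Ecdysone-promoter PC12 model expressing HTT exon 1 Q103 fused to GFP, induced by tebufenozide at 100 nM final. Compounds titrated; aggregates sized 1–25 µm scored on a 488 nm laser cytometer.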
GAA inhib – inhibitors of human lysosomal alpha-glucosidase. P10253. Potency, µM (doses to about 76.9 µM), inactives show at the top dose activity change, negative = inhibition, hits mostly inhibitors. purified human GAA, 4-MU-alpha-glucoside fluorescence. actives 0.005% (n = 200,000). AID 1466;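 further: plate controls were uninhibited enzyme wells for no effect and no-enzyme background for full effect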
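Enzyme (4 nM final) mixed with compound (up to 77 uM), then 4-MU-alpha-D-pyranoside (400 uM final) added; 20 min at room temperature, pH 5.0. Reaction stopped at pH 10, fluorescence read, AC50 derived by Hill fit.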
GAA glycogen mod – alters human alpha-glucosidase cleavage of glycogen; P10253; actives 0.38% (n = 300,000); Potency, µM (doses to about 76.4 µM), inactives show at the top dose activity change, negative = inhibition, actives largely listed as inhibitors; recombinant GAA, glycogen substrate, Amplex Red glucose oxidase fluorescence;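 further: 0% = full enzyme reaction and -100% = no-enzyme basal signal; the screen sought inhibitors and activators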
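Natural-substrate format: glycogen cleavage by 4 nM human enzyme, glucose read by Amplex Red coupling (Ex 573, Em 610 nm). Normalized to enzyme and no-enzyme controls.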
aGlu spleen mod – inhibits or activates alpha-glucosidase in human spleen homogenate. P10253. human spleen homogenate, 4-MU-alpha-glucoside fluorescence. Potency, µM (doses to about 79.9 µM), for inactives: top-dose activity change, negative = inhibition, most hits filed as inhibitors. actives 0.006% (n = 240,000). AID 2112;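 further: 0% = enzyme with vehicle and -100% = no enzyme basal signal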
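AC50 values come from Hill-equation fits of concentration-response data, normalized to no-enzyme and full-activity controls. Enzyme source: 1 ug human spleen homogenate; 1 mM fluorogenic 4-MU glucoside, pH 5.0 citrate buffer, 37 C, 40 min.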
IMPase Li inh – IMPase inhibition in cells with lithium potentiation. CHO-M1 cells, IP1 TR-FRET (IP-One), carbachol + lithium. Potency, µM (doses to about 59.4 µM), inactives show at the highest dose activity, negative = IMPase inhibition, hits mostly inhibitors. actives 0.35% (n = 210,000). AID 1457;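 further: IP1 builds up when IMPase is blocked and the TR-FRET signal falls; plate controls were basal vehicle for no effect and high inhibitor control for full effect; nearly all actives have a fitted effect of over 50% in size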
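Steps: plate 2000 CHO-M1 cells per well and culture 16–30 h; add compound and lithium; incubate 30 min, 37C; add d2-IP1 tracer and Eu cryptate anti-IP1 antibody in lysis buffer; read after 10 min at room temperature.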
GoLoco inh red – RGS12 GoLoco-Gai1 interaction inhibition. P63096. Gai1:RGS12 GoLoco peptide FP, rhodamine, 10 min. Potency, µM (series often up to 61.6 µM), for the others: at the top dose activity, negative = inhibition, usual class: inhibitors. actives 0.44% (n = 230,000). AID 880; active means well fitted inhibition curve with a large enough effect, not every such curve was filed as active; inactive means no such curve, though single readings can be large or run the other way; further: on the % scale 0 is the no-effect control and ±100 the full control effect; nearly all actives have a fitted effect of over 30% in size; many of its hits are not listed in these tables
Target sequence (P63096 whole entry, looked up): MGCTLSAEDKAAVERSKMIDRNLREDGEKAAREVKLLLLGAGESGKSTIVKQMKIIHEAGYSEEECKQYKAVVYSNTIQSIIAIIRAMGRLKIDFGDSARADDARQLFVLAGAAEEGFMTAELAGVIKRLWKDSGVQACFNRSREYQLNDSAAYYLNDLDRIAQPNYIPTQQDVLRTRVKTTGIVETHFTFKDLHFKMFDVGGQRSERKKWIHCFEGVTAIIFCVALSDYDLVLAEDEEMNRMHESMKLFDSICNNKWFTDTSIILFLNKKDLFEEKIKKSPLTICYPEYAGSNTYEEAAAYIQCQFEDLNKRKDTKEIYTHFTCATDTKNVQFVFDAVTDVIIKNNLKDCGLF
* hit, by the source's call; ? = inconclusive; nt = no result given; & = joins results of further samples; [ ] = remark or other dose. Unless noted, the call rests on the fitted dose curve; in most records, active means well fitted curve in the direction sought with a large enough effect; inconclusive means small, poorly fitted or top-dose-only effect, or another doubt; inactive means no such curve, though single readings can be large; an effect the other way counts as inactive or inconclusive. Potency means the concentration at half of the fitted maximal effect.

SMILES | HTT ATP protect | HTT aggregate | GAA inhib | GAA glycogen mod | aGlu spleen mod | IMPase Li inh | GoLoco inh red
CCOC(=O)C1=C(C)NC(=O)C(C(N)=O)C12CCCC2 (centres undefined) | -1% | 19% | 3% | 12% | 1% | 23%[38.3 µM] | 0%
CCCC(=O)Nc1c(-c2ccccc2)c(=O)c(C)nn1-c1ccc(Cl)cc1 | 15%[10 µM] | 3% | 1% | -6% | -12% | 0% | 3%
C=CCOCCN(C)C1=NS(=O)(=O)c2cc([N+](=O)[O-])ccc21 | -68%[inhibitor] | -22% | -1% | -15% | -1% | -1% | 7%
C#Cc1ccc(C(=O)Nc2ccc(N3CCC(C)CC3)c(C(N)=O)c2)cc1 | nt | 22% | -1% | 1% | 9% | -9% | 15%
CCCC(=O)c1ccc(N2CCN(C(=O)c3ccc(Br)cc3)CC2)c(F)c1 | -21% | ? | ? | -4% | -2% | -3%[38.3 µM] | 0%
COc1ccc2cc(CCNC(=O)CC(C)(C)C)c(=O)[nH]c2c1 | -7%[10 µM] | 14% | 1% | 1% | 1% | 1% | 8%
CCOc1ccc(CC(=O)N2CCN=C2SCc2ccc([N+](=O)[O-])cc2)cc1 | ? | -5% | -8% | -13% | -6% | 8% | 6%
CN1CCN(c2ccc(S(=O)(=O)N3CCCCC3)cn2)CC1 | ? | 7%[9.22 µM] | -1% | 10% | 4% | 30%[38.3 µM] | 2%
Cn1c(=O)[nH]c(=O)c2c1nc(CN1CCN(c3cccc(Cl)c3)CC1)n2CCc1ccccc1 | -7% | 1% | -12% | -2% | -4% | 19%[38.3 µM] | 1%
Clc1ccc2nc(-c3ccccn3)c(Nc3ccc4c(c3)OCO4)n2c1 | 18%[10 µM] | ? | -2% | ? | -15% | 20% | -1%
CSCCC(NC(N)=O)C(=O)NCc1cccc(Cl)c1 (centres undefined) | -12% | 12% | -5% | 9% | -10% | 2%[38.3 µM] | 6%
CC(Oc1ccccc1)C(=O)NC1CCN(Cc2ccccc2)CC1 (centres undefined) | 9%[10 µM] | -6% | -2% | -5% | -3% | 46%[activator][38.3 µM] | 3%
CCOC(=O)C1(S(=O)(=O)c2ccc(Cl)cc2)CCN(Cc2ccccc2)CC1 | -19% | 4% | -3% | -13% | -2% | 16%[38.3 µM] | -3%
CCCOc1ccc2[nH]cc(C(=O)O)c(=O)c2c1 | -6% | ? | 1% | 0% | -4% | 24%[38.3 µM] | 2%
O=C(CNC(=S)N(Cc1ccccc1Cl)C1CCCC1)NCCCN1CCOCC1 | -12%[10 µM] | 11% | 2% | 7% | 0% | 6% | 7%
COc1ccc(NC(=O)c2cc(C)n(Cc3cccs3)c2C)cc1 | -27%[10 µM] | -1%[9.22 µM] | -5%[15.4 µM] | -4% | -2% | nt | 6%
CCc1ccc(OCC(=O)N/N=C(\C)c2ccc(O)cc2O)cc1 | 21% | -17% | -1% | -2% | -26% | 15% | 9%
CCSc1nnc(NC(=O)CSc2nc3c(c(=O)n2-c2ccccc2OC)SCC3)s1 | -13%[10 µM] | -32% | 0% | -5% | -11% | -4% | 24%
CN(C)S(=O)(=O)Nc1ccc2c(c1)OCO2 | -5%[10 µM] | 8% | 0% | -1% | 7% | 1%[38.3 µM] | -5%
Cc1ccc(/C=N/c2sc3c(c2C(N)=O)CCCC3)o1 | -63%[inhibitor] | -12% | -7% | -15% | nt | ? | 9%
Cc1c(C(=O)N(C)C)c2ccc(Cl)cc2n1O | nt | 24% | ? | -3% | 2% | 12% | 0%
O=C(CN1CCN(c2ccccn2)CC1)N1c2ccccc2Sc2ccc(C(F)(F)F)cc21 | -34% | -5%[9.22 µM] | -22% | -19% | -8% | 24%[38.3 µM] | -13%
COc1cccc(-c2nnn(CC(=O)Nc3ccc(C)cc3C)n2)c1OC | -5%[10 µM] | 15% | -6% | -3% | -6% | -1%[38.3 µM] | 3%
O=C(NNc1cccc(Cl)n1)c1ccc(Cl)nc1 | -16%[10 µM] | -1% | -3% | ? | -5% | -2% | -4%
Cc1cc(C)c(S(=O)(=O)NC(CC(=O)O)c2cccc([N+](=O)[O-])c2)c(C)c1 (centres undefined) | -32%[inhibitor] | 7% | -5% | 2% | 3% | -3% | -5%

Some of the entries so far, with each value named.
COc1ccc2cc(CCNC(=O)CC(C)(C)C)c(=O)[nH]c2c1
  HTT ATP protect = -7%[10 µM]; HTT aggregate = 14%; GAA inhib = 1%; GAA glycogen mod = 1%; aGlu spleen mod = 1%; IMPase Li inh = 1%; GoLoco inh red = 8%

CCSc1nnc(NC(=O)CSc2nc3c(c(=O)n2-c2ccccc2OC)SCC3)s1
  HTT ATP protect = -13%[10 µM]; HTT aggregate = -32%; GAA inhib = 0%; GAA glycogen mod = -5%; aGlu spleen mod = -11%; IMPase Li inh = -4%; GoLoco inh red = 24%

Next compounds:
SMILES | HTT ATP protect | HTT aggregate | GAA inhib | GAA glycogen mod | aGlu spleen mod | IMPase Li inh | GoLoco inh red
FC(F)(F)c1cccc(-c2ccc(/C=N/Nc3nncc(-c4ccccc4)n3)o2)c1 | nt | ? | -2% | 8% | -7% | -6% | 8%
Clc1ccc(-n2nnc(-c3nccs3)n2)cc1Cl | -16%[10 µM] | 9%[9.22 µM] | nt | -21% | 4% | -13% | 6%
CCOc1ccc(-n2ccnc2SCC(=O)N2CCCc3ccccc32)cc1 | 20%[10 µM] | ? | -11% | 3% | 0% | 3% | 0%
CCN(CC)CCC#CC(O)(c1ccccc1)c1ccccc1 | 12%[10 µM] | -9% | -2% | 0% | 3% | 23% | 0%
COC(=O)C(c1cc(OC)c(O)c(OC)c1)(N1CCNC(C)C1)C(F)(F)F (centres undefined) | 15%[1.9 µM] | 4% | -7% | 6% | 1% | 11%[38.3 µM] | -7%
N#C/C(=C\c1c(N(Cc2ccccc2)Cc2ccccc2)nc2ccccn2c1=O)C(N)=O | -22%[10 µM] | 8% | ? | 7% | -1% | 0% | 15%
CCOc1ccc(/C=N/NC(=O)C(C)N(c2ccc(OC)cc2)S(C)(=O)=O)cc1 (centres undefined) | -28% | 5% | -7% | -26% | -21% | -3%[38.3 µM] | 6%
COCCNCCCCSc1ccc(Cl)cc1 | -1%[10 µM] | 0%[9.22 µM] | 0% | 3% | -1% | 2% | -4%
O=C(Cn1cc(C(F)(F)F)ccc1=O)Nc1cccc(S(=O)(=O)N2CCOCC2)c1 | -20%[10 µM] | 10% | -7% | 5% | 2% | -1% | 10%
CCOC(=O)C(=CNc1cc(C)nn1-c1ccccc1)C(=O)OCC | -6% | 2% | 1% | -2% | -3% | -14%[38.3 µM] | 2%
Cc1ccccc1NC(=O)c1ccccc1NC(=O)c1ccco1 | -7% | 6% | ? | -7% | 5% | -3%[38.3 µM] | 3%
O=C(NC1CCCCC1)N1CCN(C(=O)c2ccco2)CC1 | 1% | 12% | -6% | 4% | -6% | 10%[38.3 µM] | 6%
COc1ccc(N2CCN(c3nc4ccc(C)cn4c(=O)c3C=O)CC2)cc1 | -23% | 16% | ? | 4% | 2% | -9% | 28%
C=CCSc1nc2sc3c(c2c(=O)n1CC=C)CCc1ccccc1-3 | 3%[10 µM] | -7% | 9% | -5% | 1% | 7% | 5%
CN1CCN(c2c(F)cc3c(=O)c(C(=O)O)cn4c3c2OCN4C)CC1 | 27% | 31% | nt | -3% | -3% | nt | -12%&4%
COC(=O)CCCC1=CC2=C(c3ccccc3)C(=O)C(C)(OC(=O)C3CCCC3)C(=O)C2=CN1c1ccc(OC)cc1 (centres undefined) | 3%&-7%[10 µM] | 13%[9.22 µM] | nt | -8% | 10%[17.4 µM] | 4% | -1%[14.2 µM]
CSCCC(NS(=O)(=O)c1cccs1)C(=O)NCc1ccccc1 (centres undefined) | nt | 19% | -1% | -3% | -5% | -3% | 4%
CCOc1ccc(OCC(=O)N2CCOCC2)cc1 | -14%[0.074 µM] | -12% | 0% | -5% | -7% | 14%[38.3 µM] | -6%
Cn1c(NCCCN2CCOCC2)nc2c1c(=O)n(Cc1ccc(Cl)cc1Cl)c(=O)n2C | -32% | -29% | -3% | 3% | 7% | 13%[38.3 µM] | -10%
COc1ccc(Cl)cc1-n1c(C)cc(C(=O)O)c1C | -2%[10 µM] | 8% | 0% | 0% | 0% | 6%[38.3 µM] | 26%
O=C1COc2ccc(C(=O)COC(=O)c3cccnc3Cl)cc2N1 | 10% | 3% | -2% | 1% | 2% | 4% | 3%
Cc1oc(-c2cccc(Cl)c2)nc1CN1CCC(C(=O)NCc2cccnc2)CC1 | -22%[0.074 µM] | 14% | -3% | 7% | 2% | 7%[38.3 µM] | 4%
COc1ccc(C2OCC3(O)C(c4ccc(OC)c(OC)c4)OCC23)cc1OC (centres undefined) | -6%[10 µM] | -2%[9.22 µM] | nt | 8% | -2% | nt | -7%
COCCn1c(-c2cccs2)nc2nc3ccccc3nc21 | -11%[10 µM] | -6%[9.22 µM] | nt | 0% | ? | nt | 2%
CCOC(=O)c1c(NC(=O)CN(C)C2CCN(C)CC2)sc(C(=O)Nc2ccccc2)c1C | -34%[inhibitor] | -2% | 2% | -7% | 1% | 12% | -19%
SMILES | HTT ATP protect | HTT aggregate | GAA inhib | GAA glycogen mod | aGlu spleen mod | IMPase Li inh | GoLoco inh red
CCCc1nc(N2CCN(S(=O)(=O)c3ccc(Cl)cc3)CC2)c2c(C)c(C)sc2n1 | 13%[10 µM] | -17%[9.22 µM] | -1% | -1% | -8% | 28% | 6%
CCOC(=O)N1CCN(S(=O)(=O)c2ccc(C(=O)NNc3nc4cc(C)cc(C)c4s3)cc2)CC1 | nt | ? | ? | 8% | -12% | 7% | -4%
C=CCn1c(SCC(=O)c2c(N)n(CCC)c(=O)n(C)c2=O)nnc1-c1ccncc1 | 9% | -11% | 7% | -1% | -3% | -20% | 8%
CN(Cc1ccccc1)C(=O)C1CCN(S(=O)(=O)c2cc([N+](=O)[O-])ccc2Cl)CC1 | 8%[10 µM] | 14% | -1% | 1% | -4% | nt | nt
Cc1ccc(C(c2nnnn2C2CCCC2)N2c3ccccc3CC2C)cc1 (centres undefined) | -35%[10 µM] | ? | -2% | -4% | -7% | 18% | 21%
CN1CCN2c3ncccc3Cc3ccccc3C2C1 (centres undefined) | ? | 33% | nt | nt | -1% | 16% | 7%&6%
S=C(Nc1ccc2nsnc2c1)N1CCCC1 | -4%[10 µM] | -18%[9.22 µM] | -7% | ? | -8% | 4% | -12%
Cc1cc(CN(C)Cc2c(C(=O)N3CCCCCCC3)nc3ccc(Cl)cn23)n[nH]1 | 18%[10 µM] | 13%[9.22 µM] | nt | 6% | 3% | 1% | 6%
O/N=C1\CCCc2c1nc(-c1ccccc1F)n2O | -5%[10 µM] | -30%[9.22 µM] | nt | 5% | 8% | nt | -2%

Only part of the results is shown, so the mix of outcomes need not match the whole.
